esBAF inh: Bmi1 luciferase reporter increase in mESCs, primary screen, esBAF inhibitor project, mouse ES cells, Bmi1 luciferase knock-in, single point; reporter increase, % at 12.5 µM; AID 602393, 2012; 350,000 tested, 2% active; 24 h; 100% = twice the neutral-well signal; in the data active means activation above about 40%; inconclusive means no clear call, values can overlap the other calls;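 further: 0% = median of the plate's neutral control wells and 100% = double that signal; a rise in the Bmi1 reporter signal indicates esBAF inhibition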
C2C12 statin: suppressors of statin myotoxicity in C2C12 myotubes, primary screen, cell-based, single point, plate reader; C2C12 myotubes + simvastatin, ATP luminescence, 48 h; scaled: DMSO 0, geranylgeraniol control 100; rescue of ATP level, % at 7.49 µM; 330,000 tested, 0.78% active; AID 602340, 2012;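 active means mean ATP rescue above about 67%, or every replicate alone reaching that limit, limit read from the data, passing the limit was not always enough; inconclusive means no clear call, values can overlap the other calls; inactive means mean under the limit and some replicate under it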;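 further: myotubes were challenged with 10 µM simvastatin during compound exposure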
Numbers without * were called inactive; ? = inconclusive.

Every second line gives: esBAF inh	C2C12 statin
1	Cc1ccc(NC(=O)CS(=O)CC(=O)N(C2CCCC2)C(C)C(=O)NC2CCCCC2)cc1 (centres undefined)
 : 2	-4
2	O=C(OCc1nc2ccccc2s1)c1cccc(S(=O)(=O)N2CCOCC2)c1
 : 6	1
3	C#CCOCCOCCOCCNc1nc(N2CCN(C(=O)CCCCCCCCCCNC(=O)[C@H](CCCCN)n3cc(CCO)nn3)CC2)nc(N2CCN(C(=O)CCCCCCCCCCNC(=O)[C@@H]([C@H](C)O)n3cc(C)nn3)CC2)n1
 : -4	8
4	O=C(NCCCN1CCCC1=O)c1ccccc1NS(=O)(=O)c1ccc(F)cc1
 : -3	12
5	CCn1c2ccccc2c2cc(NC(=O)CSc3nnc(-c4ccccc4)o3)ccc21
 : -8	-64
6	Cc1ccc(-n2cc3c(=O)n(C)c(=O)n(C)c3c2)cc1C
 : 30	-15
7	COc1ccc(OC)c(C2CC(c3c(-c4ccccc4)c4cc(Cl)ccc4[nH]c3=O)=NN2S(C)(=O)=O)c1 (centres undefined)
 : -7	-19
8	CCC(=O)N(Cc1cc2c(C)cc(C)cc2[nH]c1=O)C1CCCCC1
 : -1	-14
9	CCN(CC)C(=O)CSc1ccccc1N
 : 9	116*
10	COc1ccc(OCC(=O)N2CC3(C)CC2CC(C)(C)C3)cc1 (centres undefined)
 : -1	6
11	CC(=O)c1c(C)n(CC(=O)NCc2ccc3c(c2)OCO3)c2ccccc12
 : 9	-39
12	CC1(C)CC(=O)C(C(c2ccco2)C2C(=O)CC(C)(C)CC2=O)C(=O)C1
 : 5	6
13	COc1cccc(NS(=O)(=O)c2ccc(OC)c(OC)c2)c1
 : 0	15
14	COc1cc2[nH]c(=O)n(Cc3ccc(C(=O)N4CCC(N5CCCCC5)CC4)cc3)c(=O)c2cc1OC
 : -11	-12
15	O=c1[nH]c2cc3c(cc2cc1CN(Cc1ccccc1)Cc1nnnn1Cc1ccco1)OCCO3
 : 1	22
16	O=C(CN1CCCCCC1)Nc1ccc(F)c(F)c1
 : -2	14
17	COc1ccc(OC)c(NC(=O)CCCN2C(=O)C3C4C=CC(C4)C3C2=O)c1 (centres undefined)
 : -37	12
18	Cc1cccc(NS(=O)(=O)c2cccc3nsnc23)c1
 : -10	41
19	CCOC(=O)c1ccccc1NC(=O)COC(=O)c1ccc(C)c(S(=O)(=O)N2CCOCC2)c1
 : -3	-3
20	COc1ccc(C2=CC(c3ccc(C)cc3)n3nnnc3N2)cc1 (centres undefined)
 : -5	20
21	CCC1CC2CC(NC(C)=O)C1C2 (centres undefined)
 : 1	-8
22	CCOc1ccccc1N(CC(=O)Nc1ccccc1C(=O)NCc1ccco1)S(C)(=O)=O
 : -2	5
23	COC(=O)c1c(-c2ccccc2)csc1NC(=O)c1ccco1
 : 98*	-18
24	Nc1c(NCc2ccccc2)c2ccccc2oc1=O
 : 8	-3
25	CC1(C)CC2CC(C)(CN2C(=O)c2cccs2)C1 (centres undefined)
 : -3	1
26	N#Cc1nc(COc2ccc(F)cc2)oc1N1CCN(Cc2ccccc2)CC1
 : 0	4
27	COc1ccc(CCNC(=O)Cn2c(=O)oc3ccccc32)cc1OC
 : 0	2
28	Cc1c(NC(=O)C(C)Sc2ccc3ccccc3n2)c(=O)n(-c2ccccc2)n1C (centres undefined)
 : 15	11
29	Cc1cc(C)nc(SCc2nnc(SCC(=O)Nc3c(C)cccc3C)o2)n1
 : 2	2
30	COc1cccc(NC(=O)c2ccco2)c1
 : 60*	-1
31	Cc1cc(C)c(-n2c(O)c(C=NCCN3CCOCC3)c(=O)[nH]c2=O)c(C)c1
 : -1	2
32	O=S(=O)(/C=C/c1ccccc1)N1CCN(c2ccccc2)CC1
 : -4	5
33	CCN1CCc2c(sc(N)c2C#N)C1
 : 4	-6
34	O=C(O)CCC(=O)NCC1OCCc2ccccc21 (centres undefined)
 : -4	16
35	COc1ccc2[nH]c(=O)c(CN(Cc3cccs3)S(=O)(=O)c3cccc4nsnc34)cc2c1
 : -3	5
36	COc1ccc(NC(=O)CN2CCN(S(=O)(=O)c3ccc(Cl)cc3)CC2)cc1Cl
 : 2	-20
37	Cc1cn(Cc2ccccc2)c(=O)[nH]c1=O
 : 2	-12
38	c1cnc(N2CCN(Cc3c[nH]c4ccccc34)CC2)nc1
 : 15	-9
39	CCCC1(CCC)NC(=O)NC1=O
 : -10	3
40	O=C(NNC1=NCCC1)c1ccc(Br)cc1
 : -6	-10
41	CC1CN(S(=O)(=O)Cc2ccccc2)CC(C)O1 (centres undefined)
 : 9	2
42	O=C(c1ccc(Cl)cc1)c1c[nH]c(C(=O)C(Cl)(Cl)Cl)c1
 : 4	-1
43	Cc1cc(-c2csc(NCc3ccccc3)n2)c(C)n1C
 : -12	2
44	O=S(=O)(Nc1nc2c(s1)CCCC2)c1ccc2ccccc2c1
 : -1	123*
45	CC1CC(C)CN(CC(=O)N2CCCc3c2c(=O)oc2ccc(OCc4ccccc4)cc32)C1 (centres undefined)
 : 11	12
46	O=C(CN1CCN(S(=O)(=O)c2ccc(F)cc2)CC1)Nc1cc(C(F)(F)F)ccc1Cl
 : 5	3
47	Cc1cccc(CN(CC(=O)N/N=C/c2ccco2)S(=O)(=O)c2ccc(Cl)cc2)c1
 : -5	5
48	COc1ccccc1C1NC(c2ccccc2OC)C(C)C(=O)C1C (centres undefined)
 : 6	1
49	O=C(CSc1nc(-c2cccs2)cc(C(F)(F)F)n1)NCc1ccco1
 : -11	14
50	COc1cccc(/C=N/Nc2ccc(S(=O)(=O)O)cc2)c1O
 : 6	-9
51	Cc1ccc(S(=O)(=O)N2CCN(C(=O)COC(=O)c3cc(C)oc3C)CC2)cc1
 : -5	98*
52	CN(C1CCCCC1)S(=O)(=O)c1ccccc1
 : -4	14
53	O=C(NC(c1ccc(Cl)cc1)c1cnccn1)C1CCN(CCCc2ccccc2)CC1 (centres undefined)
 : -7	-7
54	CCN(CC)S(=O)(=O)c1ccc(-c2nnc(SCc3nnc(-c4ccc(C)cc4)o3)o2)cc1
 : -17	-84
55	N#CCSc1nc2sc3c(c2c(=O)n1C1CCCCC1)CCCC3
 : -8	-24
56	CC(C)Oc1ccc(CNC(=S)N/N=C/c2cccnc2)cc1
 : 6	-1
57	CCc1cc(Br)ccc1NC(=O)C1CCCO1 (centres undefined)
 : -4	0
58	CC1CCN(C(=O)/C(=C/c2ccccc2Cl)c2ccccc2)CC1
 : 8	19
59	O=C(Nc1cc(Cl)ccc1-n1cncn1)c1ccc([N+](=O)[O-])s1
 : -7	10
60	Cc1cccc(S(=O)(=O)Nc2cccc(-c3cn4ccsc4n3)c2)c1
 : 19	17

Next results:
Every second line gives: esBAF inh	C2C12 statin
61	N#Cc1c(NC2CCCCC2)nc(-c2ccco2)c2c1CCCC2
 : -7	-6
62	CCOC(=O)c1c(NC(=O)Cn2cc([N+](=O)[O-])cn2)sc2c1CCC2
 : -4	-4
63	Cc1ccc(-c2nnc(C)c(N3CCOCC3)n2)cc1
 : -5	4
64	O=S(=O)(c1ccc(Cl)cc1)N1CCC(N2CCCCCC2)CC1
 : 4	3
65	CCCC(=O)N=C1SC2CS(=O)(=O)CC2N1c1ccc(CC)cc1 (centres undefined)
 : -4	17
66	Cc1ccc(SC(C)C(=O)Nc2cccnc2)cc1 (centres undefined)
 : -4	3
67	CCCOc1ccc(C2c3c(oc4ccccc4c3=O)C(=O)N2CCN(CC)CC)cc1OC (centres undefined)
 : 8	-2
68	Cc1cc(NC(=O)CSc2ccc(Cl)cc2)no1
 : -3	12
69	CCOC(=O)C1CCN(C(=O)CSCc2nc(-c3ccc(OCC)cc3)oc2C)CC1
 : -9	7
70	O=C(Nc1nc2ccc(S(=O)(=O)N3CCCC3)cc2s1)c1cccs1
 : 18	1
71	CN1C=CC=C/C1=C(\C#N)c1nc2ccccc2[nH]1
 : -3	-9
72	O=C(CSc1nccn1-c1ccccc1)c1ccc(Br)cc1
 : 16	14
73	Cc1ccc(CNC(=O)C2CC(=O)N(c3ccc(OCC(=O)N4CCCC4)cc3)C2)cc1 (centres undefined)
 : -9	-2
74	Cc1nnc(NC(=O)CCCOc2ccccc2)s1
 : 2	-10
75	CSc1nnc(-c2sc3cc(C(F)(F)F)cnc3c2-c2ccccn2)n1C
 : -1	3
76	C#CCSc1nc(-c2cccs2)ccc1C#N
 : 3	11
77	O=C(OCC(=O)N1CCCC1)c1cncc(Br)c1
 : -7	-5
78	C/C(=N/OC(=O)c1ccc(C)cc1)c1ccc(N2C(=O)C3CCCCC3C2=O)cc1 (centres undefined)
 : ?	2
79	COC(=O)[C@H](CCSC)NC(=O)Nc1ccc(C(C)=O)cc1
 : 14	-26
80	CCN(CC)S(=O)(=O)c1cccc(NC(=O)COC(=O)CCC(=O)c2cccs2)c1
 : -1	3
81	O=C(CSc1nnc2n(C3CCCCC3)c(=O)c3ccccc3n12)OC1CCCCC1
 : -11	4
82	O=c1oc2ccccc2n1CSc1nc2ccccc2s1
 : 33	17
83	COc1cc(C)c(Cl)cc1S(=O)(=O)NCc1ccco1
 : 3	6
84	CC1CC(C(F)(F)F)n2ncc(C(=O)O)c2N1 (centres undefined)
 : -1	0
85	CN(C)S(=O)(=O)N1CCCN(S(=O)(=O)N(C)C)CC1
 : -8	0
86	CN1CCN(C(=O)CSc2nc(-c3cccs3)ccc2C#N)CC1
 : 13	3
87	COc1ccc(OCCn2c(=N)n(CCO)c3ccccc32)cc1
 : -2	-21
88	C/C(=N/NC(=O)c1ccco1)c1cccc(NC(=O)c2ccc(C)o2)c1
 : 15	-12
89	COC(=O)C1=C(C)N(c2cccc(C(C)=O)c2)C(=O)C1
 : 16	5
90	CCC1CCCCN1S(=O)(=O)c1ccc(NC(=O)c2cccs2)cc1 (centres undefined)
 : 3	-66
91	Cn1ccnc1SCC(=O)Nc1ccccc1
 : 0	137*
92	Cc1nc(NCc2ccco2)c2c(C)c(C)sc2n1
 : -5	?
93	CCOC(=O)C(C)n1nc(C)c2sc3ccccc3c2c1=O (centres undefined)
 : -3	2
94	Cc1cc(C)c2c(C)nn(C3CCCCC3)c2n1
 : -7	-16
95	O=C(Nc1ccc(OCC(F)(F)C(F)F)c(C(F)(F)F)c1)c1ccccc1
 : 23	7
96	O=C(CNCCO)N1CCc2ccccc21
 : -3	2
97	COC(=O)c1ccc(S(=O)(=O)N2CCCC2)o1
 : -4	-13
98	CCC1Oc2ccc(C)cc2N(CC(=O)N2CCN(c3ccc(F)cc3)CC2)C1=O (centres undefined)
 : 9	-1
99	O=C(NCc1cccs1)C1CCN(S(=O)(=O)c2cccc3nsnc23)CC1
 : -7	12
100	CC(=O)Nc1ccc(S(=O)(=O)N2CCCc3ccccc32)cc1
 : 13	-33
101	FC(F)(F)c1cccc(NC(=S)N2CCCC2)c1
 : 5	1
102	O=C(CSc1nnc(CNc2ccc(F)cc2)n1Cc1ccccc1)NCc1ccccc1
 : 0	16

Compound activity deposited in PubChem BioAssay by Broad Institute.

The list is partial; rates above refer to the full screens.
